# Avidin fluor – avidin bead compound fluorescence profile | Avidin beads, compound fluorescence 488/530 nm, flow cytometry; active compounds read high | fluorescence (KMESF) at 10 µM | actives 0.38% (n = 220,000); in the data active means fluorescence above about 47; further: inactives centre near 10
# Rac1 wt GTP bind – human Rac1 wildtype GTP binding, inhibitors and activators | actives 0.27% (n = 190,000) | GST-Rac1 beads, fluorescent GTP binding, flow cytometry; actives lie on both sides; 0 = cold GTP competed, 100 = untreated | GTP binding activity (% of control), % at 10 µM | AID 757 | P63000;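 active means GTP binding activity at least 20 points away from the 100% control level, either lower or higher; inconclusive means compound flagged as likely green fluorescent, judged across all proteins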
# HRas wt GTP – modulators of GTP binding to human HRas wildtype | P01112 | GST-Ras wt beads, Bodipy-FL-GTP binding, flow cytometry; actives lie on both sides | GTP binding activity, % at 10 µM | actives 0.14% (n = 190,000) | AID 759;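 active means GTP binding activity at least 20% away from the 100% baseline, either lowered as inhibitor or raised as activator; inconclusive means flagged as likely green fluorescent, judged across all proteins in the well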;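 further: 0% = unlabeled GTP competition control and 100% = no-compound control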
# Target sequence (P01112 whole entry, looked up): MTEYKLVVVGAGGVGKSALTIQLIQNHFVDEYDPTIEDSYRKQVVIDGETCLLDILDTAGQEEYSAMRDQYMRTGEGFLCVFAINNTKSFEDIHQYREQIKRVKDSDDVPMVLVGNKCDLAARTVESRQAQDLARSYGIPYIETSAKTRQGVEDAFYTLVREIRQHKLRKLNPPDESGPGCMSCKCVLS
# GSH fluor – GSH bead compound fluorescence profile; GSH beads flow cytometry, compound fluorescence 488/530 nm; active compounds read high; fluorescence (KMESF) at 10 µM; actives 0.25% (n = 190,000); AID 1776; in the data active means fluorescence above about 89;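 further: glutathione beads carrying GST-tagged Bcl family fusion proteins plus one bare bead set; values are compound well signal with DMSO vehicle wells as background; inactives centre near 16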
# Cdc42 wt GTP – human Cdc42 wildtype GTP binding change, either direction. GST-Cdc42 beads, Bodipy-GTP binding, flow cytometry; actives lie on both sides. percent activity (GTP binding), % at 10 µM. P60953. actives 0.2% (n = 190,000). AID 761;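 active means percent activity GTP binding at least 20 points away from the 100% baseline, either down as inhibitor or up as activator; inconclusive means compound flagged as likely green fluorescent from well-wide comparison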;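 further: median bead fluorescence of bound Bodipy-FL-GTP at 100 nM; 0% = excess unlabeled GTP control and 100% = no compound control; below 100% means less GTP binding so inhibitor and above means activator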
# Target sequence (P60953 whole entry, looked up): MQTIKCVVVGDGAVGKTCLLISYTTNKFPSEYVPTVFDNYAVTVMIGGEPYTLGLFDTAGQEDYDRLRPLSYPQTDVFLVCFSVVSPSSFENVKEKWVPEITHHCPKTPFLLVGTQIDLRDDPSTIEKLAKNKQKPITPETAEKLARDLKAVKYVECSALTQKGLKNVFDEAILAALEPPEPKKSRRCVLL
# Rab2 wt GTP – changes GTP binding to wildtype dog Rab2A, up or down. P61105. GST-Rab2 wt beads, Bodipy-GTP binding, flow cytometry. GTP binding activity, % at 10 µM. actives 0.19% (n = 190,000). AID 760;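 active means GTP binding activity at least 20 points away from 100%, either lowered or raised; inconclusive means signal likely due to the compound's own green fluorescence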;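 further: 0% = beads with excess unlabeled GTP and 100% = no-compound control corrected for plate trend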
# Rab7 wt modul – modulators of GTP binding to dog Rab7 wildtype GTPase. GST-Rab7 beads, fluorescent GTP binding, flow cytometry; actives lie on both sides; untreated = 100%, excess cold GTP = 0%. AID 758. actives 0.055% (n = 190,000). GTP binding activity (percent of control), % at 10 µM;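 active means fluorescent GTP binding to Rab7 beads changed by at least 20 points from the 100% baseline, either direction, mostly lower; inconclusive means compound itself probably fluorescent, or too few beads counted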;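 further: median green fluorescence of bound Bodipy-FL-GTP per Rab7 bead population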
# Mcl1 Noxa PPI – disrupts binding of human Mcl-1 to Noxa peptide | Q07820 | TR-FRET Mcl-1/Noxa peptide binding, 2 h | inhibition, % at 21.7 µM | actives 1.5% (n = 220,000) | AID 1022;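 active means compounds that cut the protein-peptide binding signal by more than 50% relative to plate controls in a single-dose test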;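 further: His-tagged Mcl-1 with rhodamine Noxa BH3 peptide and terbium anti-His antibody; 0% = Mcl-1 plus Noxa peptide wells and 100% = peptide-only wells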
# Target sequence (Q07820 whole entry, looked up): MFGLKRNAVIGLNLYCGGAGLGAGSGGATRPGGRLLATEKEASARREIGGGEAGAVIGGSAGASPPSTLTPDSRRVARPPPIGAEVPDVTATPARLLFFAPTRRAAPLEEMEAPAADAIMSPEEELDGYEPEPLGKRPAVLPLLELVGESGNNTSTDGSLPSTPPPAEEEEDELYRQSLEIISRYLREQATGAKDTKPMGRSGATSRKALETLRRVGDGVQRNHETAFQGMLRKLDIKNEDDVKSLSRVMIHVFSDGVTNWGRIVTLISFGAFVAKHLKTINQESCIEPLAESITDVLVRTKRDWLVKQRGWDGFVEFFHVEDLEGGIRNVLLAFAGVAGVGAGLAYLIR
# Mcl1 Bid PPI – disrupts binding of human Mcl-1 to Bid peptide; Q07820; TR-FRET Mcl-1/Bid-Dy647 peptide binding, 1536-well; inhibition, % at 21.7 µM; actives 0.97% (n = 220,000);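 active means compounds that cut the binding signal by more than half at the single screening dose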;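 further: His-tagged Mcl-1 with europium anti-His antibody binding Bid BH3 peptide; 0% = Mcl-1 plus peptide wells and 100% = peptide-only wells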
# Rac1 mut GTP – alters GTP binding to activated mutant human Rac1; P63000; GST-Rac1 activated beads, fluorescent GTP binding, flow cytometry; actives lie on both sides; 100% means binding = to untreated wells; percent activity (GTP binding), % at 10 µM; actives 0.11% (n = 190,000); AID 764;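 active means GTP binding at least 20 percentage points away from the 100% baseline, in either direction, so actives lie on both sides; inconclusive means Compound likely fluorescent itself, or too few beads counted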
# Pf gamet viab – inhibitors of late stage P. falciparum gametocyte viability; P. falciparum stage V gametocytes, ATP luminescence, 24 h; actives 0.065% (n = 150,000); inhibition, % at 10.9 µM; AID 743093;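 active means inhibition above the mean plus 3 SD of compounds within the control limits, set per campaign, cut at about 38% in these data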;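 further: 0% = DMSO wells and 100% = medium only without gametocytes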
# The depositor's hits bear a star; ? = inconclusive; nt = not tested or not shown.
compound	Mcl1 Bid PPI	Cdc42 wt GTP	Rab2 wt GTP	HRas wt GTP	Rac1 wt GTP bind	Mcl1 Noxa PPI	Rab7 wt modul	GSH fluor	Rac1 mut GTP	Avidin fluor	Pf gamet viab
CCOC(=O)CN(C(=O)CNC(=O)c1ccco1)C(C(=O)NC1CCCCC1)c1cccc(OC)c1 (stereo not given)	-4	98	101	101	100	-4	98	10	99	13	-7
Cn1cc(C(=O)NC2CCCCC2)c(=O)c2cc(S(=O)(=O)N3CCCC3)ccc21	22	?	?	?	?	7	?	49	?	5	-15
N#CC1=C(SCC(=O)c2ccc(Cl)cc2)NC2=C(C(=O)CCC2)C1c1ccco1 (stereo not given)	-20	105	104	103	107	27	100	11	100	11	3
CCCCN(CCCC)C(=O)CCS(=O)(=O)c1ccc2c(c1)n(C)c(=O)c(=O)n2C	2	?	?	?	?	5	?	6	?	7	nt
O=C(CCS(=O)(=O)Cc1ccc(Cl)cc1)NCCc1ccccc1	-33	98	100	99	99	-11	96	18	94	11	10
CCO[C@H]1OC(C(N)=O)=C[C@@H](c2ccccc2)[C@@H]1CCCO	51*	94	93	95	97	-15	94	19	93	6	1
COc1c(C)cc(Br)cc1C(=O)Nc1ccc(C)cc1[N+](=O)[O-]	9	106	99	101	103	3	99	11	100	12	-13
O=C(CCS(=O)(=O)c1ccc(Br)s1)NCc1cccs1	4	102	100	98	102	0	98	25	98	25	nt
CN(C)CCCN1C(=O)C(O)=C(C(=O)c2cc3ccccc3o2)C1c1ccccc1 (stereo not given)	-12	98	98	98	100	19	102	26	97	21	7
O=C(CCn1cccc1)NCc1ccc(Cl)cc1	-39	104	103	102	103	14	104	14	100	7	nt
COc1ccc(CCn2c(N)c(C(=O)NCc3ccco3)c3nc4ccccc4nc32)cc1	17	92	93	91	88	29	91	20	93	5	4
CCc1ccc(N2CSC3=C(C#N)C(c4cccs4)CC(=O)N3C2)cc1 (stereo not given)	-13	95	94	97	94	45	93	25	89	9	nt
CC(=O)NC(CCS(C)(=O)=O)C(=O)Nc1ccc(C)c(F)c1 (stereo not given)	1	101	99	99	99	-6	95	28	100	21	30
Cc1ccc([N+](=O)[O-])cc1NCC(=O)NN	-35	95	100	97	101	8	105	13	94	9	nt
CC(=O)C12C3C4C(C5C1C3C5(Br)C41OCCO1)C21OCCO1 (stereo not given)	-11	99	102	100	100	5	100	8	102	7	-4
COC(=O)CSc1nc2ncc(Cl)cc2[nH]1	-31	99	100	98	102	9	99	45	99	5	2
Cc1cccc(Nc2nnc(SCc3cc(=O)n4cc(C)ccc4n3)s2)c1	-23	93	91	94	95	12	95	15	98	1	-1
Cc1ccc(NCN2C(=O)C3CC=C(Cl)CC3C2=O)cc1 (stereo not given)	-56	103	102	103	102	0	102	34	97	10	nt
O=C(O)C1C2C=CC(C2)C1C(=O)OC1CC2CCC1C2 (stereo not given)	-58	101	98	100	103	3	101	29	97	4	nt
CC1(C)CC(=O)C2=C(C1)N1C(=C(C#N)C2c2ccccc2Cl)N=C(N)c2ccccc21 (stereo not given)	-10	95	97	99	102	9	95	15	96	7	nt

compound	Mcl1 Bid PPI	Cdc42 wt GTP	Rab2 wt GTP	HRas wt GTP	Rac1 wt GTP bind	Mcl1 Noxa PPI	Rab7 wt modul	GSH fluor	Rac1 mut GTP	Avidin fluor	Pf gamet viab
N#Cc1c(N)nc2c(c1-c1ccccc1)CCC2	-30	98	97	97	96	7	94	15	92	10	-15
O=C(Nc1ccc(-c2cc3ccccc3oc2=O)c(Cl)c1)c1cccnc1	-12	106	105	104	106	-92	99	21	101	8	nt
O=C(COC(=O)c1cccc2ccccc12)NCC1CCCO1 (stereo not given)	-21	96	98	98	97	0	95	14	96	10	10
CC1=C(C#N)C(=O)NC(=O)/C1=C/c1ccc(-c2ccc(S(N)(=O)=O)cc2)o1	-38	93	93	93	93	87*	94	10	91	11	23
COc1ccc2cc3cc(C(=O)Nc4ccc5c(c4)OCCO5)oc3nc2c1	-27	97	95	97	96	9	93	27	96	12	nt
CCN(CC)CCCNC(=O)c1ccc2c(SCC(=O)O)c3c(nc2c1)CCC3	10	100	99	102	104	20	100	22	100	7	nt
CCOc1cc(C)c(C(C)C)cc1S(=O)(=O)N1CCOCC1	-4	100	101	100	100	-1	101	12	99	9	nt
Nc1ccc2c(c1)C(=O)N(CCCC(=O)O)C2=O	-7	101	97	98	97	26	94	25	96	11	nt
Cc1c(C(=O)NC(C)C)c(-c2ccccc2)nn1-c1ccccc1	10	99	100	101	104	16	100	11	98	3	8
CN(C)CCNC(=O)c1ccc2c(c1)N(Cc1ccc(F)cc1)CCS2	-24	100	97	96	101	15	96	23	97	0	nt
COc1ccc(NC(=S)NNC(=O)c2nnn(-c3ccccc3)c2C)cc1	-83	98	94	97	95	-32	94	5	93	1	4
CN1CCN(CCCNC(=O)C2CCN(c3nnc(-n4cccc4)s3)CC2)CC1	-19	97	97	99	95	6	101	14	95	40	nt
Cc1ccc(C(=O)Nc2ccc(C(=O)/C=C/c3cccs3)cc2)cc1	-9	94	92	93	92	16	92	12	92	28	-10
CCOC(=O)Cn1cc(/C=N/N2C(=O)C3C4C=CC(C4)C3C2=O)c2ccccc21 (stereo not given)	-33	94	94	93	100	10	98	17	96	10	nt
CN(Cc1ccccc1)C(=O)c1nc2ccccn2c1CNCCn1cccn1	-16	96	96	95	98	17	97	10	96	2	2
CC(=O)c1ccc2c(c1)C1C=CCC1C(c1ccncc1)N2 (stereo not given)	-37	97	98	98	96	51*	95	53	96	11	nt
Cc1sc(NC(=O)c2ccccc2)c(C(=O)c2ccccc2)c1C	0	102	98	100	101	14	100	7	98	2	nt
CCN(CC)S(=O)(=O)c1cc(NC(=O)CN2C(=O)NC3(CCCc4ccccc43)C2=O)ccc1C (stereo not given)	-22	99	100	100	104	0	100	13	101	6	-21
Cc1cc(C)c(C)c(S(=O)(=O)NCC(=O)N2CCCC2)c1C	-6	101	100	100	103	6	101	28	99	9	nt
Cc1cccn2c(=O)c(/C=C(\C#N)C(=O)NCc3ccco3)c(N3CCCC(C)C3)nc12 (stereo not given)	10	102	96	99	101	9	99	21	99	13	-9

compound	Mcl1 Bid PPI	Cdc42 wt GTP	Rab2 wt GTP	HRas wt GTP	Rac1 wt GTP bind	Mcl1 Noxa PPI	Rab7 wt modul	GSH fluor	Rac1 mut GTP	Avidin fluor	Pf gamet viab
CN1OCC(S(=O)(=O)c2ccccc2)C1c1ccccc1 (stereo not given)	-25	98	99	98	102	-1	95	13	100	13	-31
COc1cc(-c2cc(C(=O)Nc3nc4ccccc4s3)c3ccccc3n2)cc(OC)c1OC	-1	102	100	99	102	1	103	9	99	3	nt
COc1cc(CNCCN2CCOCC2)ccc1OCc1ccc(Cl)cc1Cl	21	98	97	98	97	31	96	16	97	33	nt
COc1ccc(C(=O)COC(=O)C(CCCCN2C(=O)C3C4C=CC(C4)C3C2=O)N2C(=O)C3C4C=CC(C4)C3C2=O)cc1 (stereo not given)	6	99	100	100	104	1	99	21	99	19	nt
O=C(Nc1ccc(F)cc1)Nc1cc(S(=O)(=O)N2CCOCC2)ccc1N1CCCC1	-24	95	95	98	99	27	98	10	95	11	7
COC(=O)C1=C(C)NC(C)=C(C(=O)OC)C1c1ccccc1[N+](=O)[O-]	24	97	95	96	97	15	102	18	95	nt	nt
COc1ccc(CNC(=O)c2noc(C(C)C)c2[N+](=O)[O-])cc1	-25	104	98	100	105	37	102	7	99	25	nt
CC(=O)NCc1c(Cl)cccc1-n1cccc1	-52	101	99	99	107	-9	100	35	98	7	11
Nc1nc(-c2ccc(Br)cc2)c(S(=O)(=O)c2ccccc2)s1	-9	102	98	102	100	0	98	10	98	6	-12
COC(=O)/C=c1/s/c(=C(\C#N)C(=O)NCc2ccco2)n(-c2ccc(C)cc2)c1=O	-37	99	100	98	99	29	95	10	97	3	13
O=S1(=O)CCN2N=C(C34CC5CC(CC(C5)C3)C4)SC2=N1	0	97	102	100	100	0	108	58	94	24	-8
O=C(Nc1nccs1)c1cc(S(=O)(=O)N2CCOCC2)c(Cl)cc1Cl	-10	104	106	106	105	10	101	24	102	12	nt
COc1ccc(NC(=O)C(c2ccccn2)N(C(C)=O)c2ccc(C)cc2)cc1 (stereo not given)	-34	103	101	104	104	9	100	22	101	13	-4
S=C(NCc1ccccc1)NNc1ccccc1	-108	97	98	99	99	6	99	13	96	7	-15
NS(=O)(=O)c1ccc(NC(=O)Cc2c(F)cccc2Cl)cc1	-63	94	96	96	98	0	102	22	95	10	1
CCCCC(=O)Nc1nc(C)c(-c2csc(Nc3cc(OC)ccc3OC)n2)s1	-21	102	98	98	100	21	97	22	97	27	nt

# Part of the list above, field by field.
COc1ccc(C(=O)COC(=O)C(CCCCN2C(=O)C3C4C=CC(C4)C3C2=O)N2C(=O)C3C4C=CC(C4)C3C2=O)cc1 (stereo not given)
- Mcl1 Bid PPI = 6
- Cdc42 wt GTP = 99
- Rab2 wt GTP = 100
- HRas wt GTP = 100
- Rac1 wt GTP bind = 104
- Mcl1 Noxa PPI = 1
- Rab7 wt modul = 99
- GSH fluor = 21
- Rac1 mut GTP = 99
- Avidin fluor = 19
- Pf gamet viab = nt
O=C(Nc1ccc(F)cc1)Nc1cc(S(=O)(=O)N2CCOCC2)ccc1N1CCCC1
- Mcl1 Bid PPI = -24
- Cdc42 wt GTP = 95
- Rab2 wt GTP = 95
- HRas wt GTP = 98
- Rac1 wt GTP bind = 99
- Mcl1 Noxa PPI = 27
- Rab7 wt modul = 98
- GSH fluor = 10
- Rac1 mut GTP = 95
- Avidin fluor = 11
- Pf gamet viab = 7
COC(=O)C1=C(C)NC(C)=C(C(=O)OC)C1c1ccccc1[N+](=O)[O-]
- Mcl1 Bid PPI = 24
- Cdc42 wt GTP = 97
- Rab2 wt GTP = 95
- HRas wt GTP = 96
- Rac1 wt GTP bind = 97
- Mcl1 Noxa PPI = 15
- Rab7 wt modul = 102
- GSH fluor = 18
- Rac1 mut GTP = 95
- Avidin fluor = nt
- Pf gamet viab = nt
COc1ccc(CNC(=O)c2noc(C(C)C)c2[N+](=O)[O-])cc1
- Mcl1 Bid PPI = -25
- Cdc42 wt GTP = 104
- Rab2 wt GTP = 98
- HRas wt GTP = 100
- Rac1 wt GTP bind = 105
- Mcl1 Noxa PPI = 37
- Rab7 wt modul = 102
- GSH fluor = 7
- Rac1 mut GTP = 99
- Avidin fluor = 25
- Pf gamet viab = nt

# Compound activity as filed in PubChem BioAssay.
